Source: PubChem BioAssay (Broad Institute)
DENV2 CPE = protects cells from dengue virus 2 cytopathic effect. CPE inhibition, % at 9.99 µM. 350,000 tested, 1.7% active. DENV2-infected cells, cytopathic effect rescue, plate reader; in the data active = CPE inhibition above about 20%, passing the limit was not always enough; inconclusive = no clear call, values can overlap the other calls; tested in BHK-21 cells;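 also: 0% = median of neutral control wells and 100% = median of positive control wells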
INS-1E GSIS act = GLuc luminescence reporter in INS-1E cells, primary screen for activators of glucose-dependent secretion of insulin. INS-1E GLuc reporter insulin secretion, 2-3 h. activation, % at 16.6 µM. 370,000 tested, 0.61% active;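 active = lowest replicate activation of at least 40%, so every replicate reaches that level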;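 also: 0% = median of neutral control wells and 100% = median of IBMX positive control wells; some compounds called inactive have numbers as strong as hits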
ERp5 inh = blocks human ERp5 reductase activity on insulin; Q15084; ERp5 insulin aggregation, absorbance 650 nm, 90 min; inhibition, % at 9.99 µM; 350,000 tested, 0.05% active; AID 651711;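 active = mean replicate inhibition above about 25%, with every replicate also reaching it, limit read from the data, passing the limit was not always enough; inconclusive = only one of those two criteria met; inactive = neither criterion met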
Target sequence (Q15084 whole entry, looked up): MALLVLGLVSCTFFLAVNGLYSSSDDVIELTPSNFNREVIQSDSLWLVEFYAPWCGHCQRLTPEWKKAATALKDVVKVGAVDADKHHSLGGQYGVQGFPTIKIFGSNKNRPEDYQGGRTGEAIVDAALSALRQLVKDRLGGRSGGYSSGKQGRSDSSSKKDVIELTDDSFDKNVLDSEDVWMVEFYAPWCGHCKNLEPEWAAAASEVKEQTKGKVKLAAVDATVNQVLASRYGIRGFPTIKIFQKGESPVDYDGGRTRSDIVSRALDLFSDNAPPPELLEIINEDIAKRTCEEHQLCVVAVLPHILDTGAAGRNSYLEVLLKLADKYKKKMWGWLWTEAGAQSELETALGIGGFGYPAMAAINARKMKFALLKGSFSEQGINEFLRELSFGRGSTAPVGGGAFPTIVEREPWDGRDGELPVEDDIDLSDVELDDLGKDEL
CFTR F508del cor = CFTR F508del correction in bronchial cells; CFBE cells, YFP halide quenching; stimulated with forskolin plus potentiator P3; % fluorescence drop versus neutral controls; activity (quench increase), % at 7.58 µM; 350,000 tested, 0.36% active; AID 720511;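 active = mean added fluorescence quench of at least 8% versus neutral control, with both replicates also reaching 8%; inconclusive = only one of the mean or replicate conditions met; inactive = mean below 8% and not both replicates reaching 8%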;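 also: cells transiently co-express mutant CFTR-F508del with the halide-sensitive YFP; corrector assay measuring rescue of mutant channel to the surface after 24 h compound exposure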
EWS-Fli block = blocks EWS/Fli oncoprotein-driven transcription; A673 NR0B1-luciferase reporter, viability-normalised; inhibition, % at 12.6 µM; 350,000 tested, 0.67% active; AID 651661;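 active = mean inhibition of at least 50% after viability correction, with every replicate also passing that limit; inconclusive = mean reaches 50% but only one of two replicates passes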;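 also: firefly luciferase signal divided by Alamar Blue viability fluorescence both relative to DMSO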
ARNT-TACC3 inh = disruptors of human ARNT/TACC3 interaction | AlphaScreen His-ARNT PAS-B/GST-TACC3 binding, luminescence; TACC3 fragment carries E629A point mutation | inhibition, % at 9.99 µM | 390,000 tested, 0.66% active | AID 623870 | Q9Y6A5;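 active = mean inhibition of replicates at least 50% and at least half of replicates each reaching 50%; inconclusive = half or more replicates reach 50% but mean below 50%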;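 also: 0% = complete ARNT plus TACC3 wells and 100% = ARNT alone without TACC3; many hits fall short of the cut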
PAX8 reporter = inhibitors of PAX8 transcriptional activity in RMG-I cells | RMG-I TPO-luciferase reporter, SteadyGlo, 24 h | inhibition, % at 12.6 µM | 360,000 tested, 1.2% active;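 active = mean replicate inhibition at least 60% with every replicate also reaching 60%; inconclusive = only one of the two criteria is met; inactive = mean below 60% and not all replicates reaching 60%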;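 also: luciferase light reporting Pax8 driven TPO promoter activity; plate controls were median of neutral control wells for no effect and mitoxantrone controls for full effect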
XiGFP reactiv = activators of X-chromosome reactivation in mouse fibroblasts; XiGFP mouse fibroblasts, % GFP-positive cells imaging, 3 d; cells co-treated with 5-aza-dC sensitizer; scaled so ellipticine positive control = 100%; activation, % at 7.58 µM; 360,000 tested, 0.055% active; AID 743238;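 active = mean normalized replicate activation at least 10% and every replicate at or above 10%; inconclusive = only one of the two criteria met; inactive = mean below 10% and not all replicates reach 10%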;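 also: 0% = median of on-plate neutral control wells and 100% = ellipticine 6 µM median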
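System: XiGFP fibroblasts, SV40-immortalized. Medium: DMEM plus 5-aza-dC sensitizer. Doses: single point. Timing: 3 d treatment, 15 min room-temperature fixation. Control set: ellipticine 6 µM.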
* = called active by the depositor; ? = inconclusive; . = no result given; & = joins results of further samples.

Every second line gives: PAX8 reporter	EWS-Fli block	XiGFP reactiv	ARNT-TACC3 inh	CFTR F508del cor	ERp5 inh	DENV2 CPE	INS-1E GSIS act
1	CCOC(=O)CNC(=O)CSc1nnc(NC(=O)c2ccc(S(=O)(=O)N3CCOCC3)cc2)s1
→ 0	-4	0.0	-11	-0.7	3	-8	9
2	COc1ccc(OC)c(CCNC(=O)C2CCN(c3ncnc4c3nc3n4CCCCC3)CC2)c1
→ -3	-2	0.0	2	0.4	0	0	-6
3	CN1C[C@@H](O)COC[C@H]2O[C@@H](CC(=O)NC3CCC3)CC[C@@H]21
→ -35	-4	0.1	-6	-0.7	.	-1	2
4	COc1ccccc1C(=O)NCCC(=O)NCC(c1ccc(F)cc1)N1CCOCC1 (stereo not drawn)
→ 0	-12	-0.1	-3	0.2	-2	2	51
5	C[C@@H]1C=CCCO[C@]12C(=O)N(Cc1ccc(F)cc1)c1cccc(Br)c12
→ 4	-2	0.2	.	-0.1	-1	-5	6
6	O=c1cc(-c2ccc(O)cc2)oc2ccccc12
→ .	-67	.	-3	0.4	-2	4	.
7	Cc1cc(/C=C2\SC(=S)NC2=O)c(C)n1-c1ccccc1
→ -183	-28	0.2	.	-0.4	4	0	-45
8	O=C(COc1ccccc1C(=O)O)NC1CCCc2ccccc21 (stereo not drawn)
→ 5	3	0.3	0	-2.2	3	4	-2
9	COc1ccccc1C(=O)NCC(=O)OCC(=O)c1cccc2ccccc12
→ 0	3	0.0	2	-0.9	13	3	9
10	O=C(Nc1ccc2ccccc2c1)C(c1ccccc1)C1CCCC1 (stereo not drawn)
→ -8	-36	-0.1	-31	.	2	-3	-4
11	O=C(COC(=O)c1ccc([N+](=O)[O-])s1)Nc1ncc(C(F)(F)F)cc1Cl
→ 19	.	-0.1	1	.	.	.	-12
12	N/C(=N\OC(=O)c1ccc2ccccc2c1)c1ccncc1
→ -112	-16	0.4	-3	.	0	7	-2
13	O=C(O)CCSc1nnc(COc2cccc3ccccc23)n1-c1cccc(Cl)c1
→ 1	-3	0.0	-6	-0.9	2	-4	26
14	CCOc1ccc(/C=C/c2nc(C#N)c(NCCCN(C)C)o2)cc1
→ 3	11	0.0	-3	-1.7	2	-7	2
15	CCC(C)NC(=O)c1ccc(C(=O)c2ccccc2)cc1 (stereo not drawn)
→ -67	-6	0.0	-6	-4.0	-1	8	0
16	Cc1cccnc1NC(=S)Nc1ccc(Cl)c(Cl)c1
→ -44	-51	0.0	-7	-2.1	-1	2	-1
17	CNC(=O)C[C@H]1CC[C@H]2[C@@H](COc3ccc(NC(=O)c4ccc(F)cc4)cc3C(=O)N2C)O1
→ 0	-5	0.2	-14	4.1	-7	15	8
18	COC(=O)N/N=C\c1c(C)[nH]n(-c2ccccc2)c1=O
→ 13	-5	0.0	-1	-2.5	-5	-7	1
19	CN(C)C(=O)c1cccc(-c2ccc(C3[C@H]4CNC[C@@H]3N4Cc3cccnc3)cc2)c1 (stereo partly drawn)
→ 10	8	0.0	.	-1.0	.	1	2
20	O=C(Nc1ccc([N+](=O)[O-])cc1)C1CC1(c1ccccc1)c1ccccc1 (stereo not drawn)
→ 19	.	-0.1	-2	.	.	.	-31
21	C[C@H]1CN([C@@H](C)CO)C(=O)c2cc(NC(=O)CCCN(C)C)ccc2O[C@@H]1CN(C)Cc1ccc2c(c1)OCO2
→ -30	-10	0.3	.	2.7	-2	0	14
22	COc1ccc(S(=O)(=O)N(C)C[C@H]2OCCCC[C@@H](C)Oc3ccc(NC(=O)CCC(F)(F)F)cc3C(=O)N([C@@H](C)CO)C[C@H]2C)cc1
→ -3	6	-0.1	-1	1.1	1	0	-19
23	CCc1c(C)c(C#N)c2nc3ccccc3n2c1-n1nc(C)cc1C
→ 6	.	0.0	-9	.	.	.	7
24	Cc1ccc(OCCNC(=O)c2ccc(C)cc2)cc1
→ -122	-93	0.0	-7	1.0	3	7	-9
25	COc1ccc(-c2ccc([C@@H]3[C@@H](CO)N4C(=O)CN(C(=O)C5CC5)C[C@@H]34)cc2)cc1
→ -4	3	0.0	.	-2.3	2	0	4
26	C[C@@H]1CN([C@H](C)CO)C(=O)Cc2cc(NC(=O)c3ccncc3)ccc2O[C@H]1CN(C)C(=O)Nc1ccc2c(c1)OCO2
→ .	-17	0.1	1	-2.2	5	8	23
27	CCCN(C)C[C@H]1OCCCC[C@@H](C)Oc2ccc(NC(=O)NC3CCCCC3)cc2C(=O)N([C@@H](C)CO)C[C@H]1C
→ -2	-3	-0.2	2	-0.7	-4	-2	-4
28	CCCNC(=O)C[C@@H]1C[C@H]2c3cc(NC(=O)CN(C)C)ccc3O[C@H]2[C@H](CO)O1
→ 6	-2	-0.1	-10	2.4	.	5	1
29	Cc1cc(=O)[nH]c2c3ccccc3nn12
→ 8	0	0.0	-5	-2.6	-3	5	8
30	Cc1ccc2cccc(OC(=O)/C=C\c3ccccc3)c2n1
→ 23	9	0.3	7	-0.9	-6	4	2
31	C[C@@H]1CCCCO[C@@H](CN(C)C(=O)CCC(F)(F)F)[C@@H](C)CN([C@@H](C)CO)C(=O)c2cc(NS(=O)(=O)c3cn(C)cn3)ccc2O1
→ 9	-9	-0.1	-10	-2.0	1	-2	-8
32	Cc1ccc(S(N)(=O)=O)cc1NC(=O)C(c1ccccc1)c1ccccc1
→ 11	1	0.0	-2	-4.4	-1	-3	6
33	CN1C(=O)c2ccccc2OC1(C)Cc1ccccc1 (stereo not drawn)
→ 13	11	-0.1	-2	.	-6	1	16
34	CC(C)(C)c1cc(CCC(=O)Nc2ccncc2)cc(C(C)(C)C)c1O
→ -8	.	0.3	3	-0.4	3	15	-25
35	Cc1ccc(C)c(S(=O)(=O)NC(C)C(=O)NCc2ccccn2)c1 (stereo not drawn)
→ 0	0	0.1	-2	1.5	0	-2	15
36	O=C1CCCC/C1=C\Nc1ccc(S(=O)(=O)Nc2cnc3ccccc3n2)cc1
→ -9	1	-0.2	-2	-1.4	1	1	13
37	C[C@H]1CN([C@@H](C)CO)C(=O)c2cc(Br)cnc2O[C@@H]1CN(C)C(=O)Nc1ccc(C(F)(F)F)cc1
→ -14	8&-3	0.0&0.0	-10	3.1&0.3	6&5	18&7	-10&-3
38	COCCN(C(=O)COC(=O)CCC1CCCC1)c1c(N)n(Cc2ccccc2)c(=O)[nH]c1=O
→ 1	-1	0.0	-1	-0.8	2	2	5
39	CCOC(=O)N1CCN(S(=O)(=O)N2CCCC(C(=O)NCCc3ccc(OCC)c(OCC)c3)C2)CC1 (stereo not drawn)
→ -10	.	0.0	-2	0.0	1	13	0
40	CC(=O)N1CCN(Cc2nc3scc(-c4ccccc4)c3c(=O)[nH]2)CC1
→ -22	0	0.0	-9	-2.2	2	-1	0
41	CCOC(=O)C1CCN(C(=O)C(=O)c2cn(CC(=O)N3CCCCCC3)c3ccccc23)CC1
→ .	17	0.1	-9	-2.8	-5	-4	-4
42	C[C@@H]1CN([C@H](C)CO)C(=O)c2cc(NC(=O)CCCN(C)C)ccc2O[C@@H]1CN(C)C(=O)Nc1ccc(F)cc1
→ -15	-8	0.1	-5	0.3	5	18	2
43	C[C@@H]1CN([C@H](C)CO)C(=O)c2cc(-c3cccc(C(=O)N(C)C)c3)cnc2O[C@@H]1CN(C)S(=O)(=O)c1ccc(F)cc1
→ 9	-2	-0.3	1	0.5	-5	7	-3
44	CCOc1ccccc1CSc1nc2ccccc2[nH]1
→ -1	.	0.0	8	.	.	.	-18
45	COc1ccc(C(=O)COC(=O)c2cc(C)no2)c(OC)c1
→ 6	-1	-0.1	.	-1.3	0	-7	0
46	c1ccc2nc(-c3nccs3)ccc2c1
→ -108	-100	-0.1	-10	-2.2	1	-6	18
47	Cc1cccc(Cn2c(N3CCN(C)CC3)nc3c2c(=O)[nH]c(=O)n3C)c1
→ -10	7	0.4	0	-2.2	1	0	10
48	COc1ccc(S(=O)(=O)Nc2ccc3c(c2)C(=O)N([C@H](C)CO)C[C@@H](C)[C@@H](CN(C)C(=O)NC2CCCCC2)OCCCC[C@H](C)O3)cc1
→ -14	-8	0.0	-3	3.0	-7	8	-43
49	CN1C(=O)c2cc(NC(=O)c3ccc(Cl)cc3)ccc2OC[C@@H]2O[C@H](CC(=O)O)CC[C@@H]21
→ -1	-7	0.4	-10	-0.3	.	.	0
50	C[C@@H]1CCCCO[C@@H](CN(C)S(C)(=O)=O)[C@H](C)CN([C@H](C)CO)C(=O)c2cc(NC(=O)Nc3ccc4c(c3)OCO4)ccc2O1
→ .	-6	0.0	2	0.4	2	5	14

More structures.
Every second line gives: PAX8 reporter	EWS-Fli block	XiGFP reactiv	ARNT-TACC3 inh	CFTR F508del cor	ERp5 inh	DENV2 CPE	INS-1E GSIS act
51	COc1cc(C(=O)Nc2nnc(SCC(=O)NCC3CCCO3)s2)cc(OC)c1OC (stereo not drawn)
→ -6	2	0.4	-6	-2.2	-8	5	15
52	OCC1(Cc2ccccc2C(F)(F)F)CCN(Cc2ccncc2)CC1
→ 38	18	0.1	3	3.0	0	1	.
53	COc1cc(CN2CCNC(=O)C2CC(=O)NC2CCCC2)cc(OC)c1 (stereo not drawn)
→ -10	.	0.2	20	2.2	5	-1	-5
54	C/C(CC(=O)Nc1ccc(N(C)C)cc1)=N\NC(=O)C(=O)NCc1ccccc1
→ -4	-2	0.2	6	-2.8	-5	-9	1
55	COC1CCC2(C)C(=CCC3C4CC(O)CC4(C)CCC32)C1 (stereo not drawn)
→ 12	7	0.0	-3	0.9	-2	-18	.
56	COc1ccc(-c2ccc3c(c2)C2CC3CCN2C(=O)OCc2ccccc2)cc1 (stereo not drawn)
→ -6	-2	-0.1	-2	0.5	7	2	-15
57	CC(C)NC(=O)N1c2ccccc2Sc2ccccc21
→ 22	15	0.3	8	-0.1	6	-3	14
58	N#C[C@H]1[C@@H](c2ccccc2)[C@H](CO)N1C(=O)c1cc(Cl)cc(Cl)c1
→ -12	-3	-0.1	-5	-0.8	-1	0	3
59	C[C@H](CO)N1C[C@H](C)[C@H](CN(C)Cc2ccc(C(=O)O)cc2)OCCCC[C@H](C)Oc2ccc(NC(=O)c3ccncc3)cc2C1=O
→ 0	-11	0.0	2	-0.2	-2	-5	6
60	COc1cccc(CNC(C)C(=O)Nc2ccc(S(=O)(=O)N3CCCC3)cc2)c1 (stereo not drawn)
→ 2	0	0.1	-6	1.6	-14	-1	1
61	CC1=NOC(=O)/C1=C/c1ccc(O)c(Br)c1
→ 14	-4	0.1	-5	1.8	2	3	-2
62	Cc1noc(C)c1S(=O)(=O)Nc1ccc2c(c1)C(=O)N([C@H](C)CO)C[C@@H](C)[C@@H](CN(C)S(=O)(=O)c1ccc(F)cc1)O2
→ .	14	-0.2	.	1.0	3	-8	1
63	COC(=O)c1ccccc1NC(=O)CSc1ncn[nH]1
→ -3	-3	-0.2	0	-0.7	4	-1	9
64	Cc1ccc(S(=O)(=O)Nc2ccc3c(c2)C(=O)N([C@H](C)CO)C[C@H](C)[C@@H](CN(C)Cc2ccncc2)O3)cc1
→ -15	-2	0.1	-8	1.2	5	-2	20
65	CCN1[C@@H]2Cn3c(ccc(-c4ccccc4F)c3=O)[C@H]1[C@@H](C(=O)NCCOC)[C@@H]2CO
→ -6	1	0.2	-2	-4.1	-5	12	-1
66	O=C(Cc1cccs1)NCCN1CCOCC1
→ 11	-1	0.1	-1	.	?	-2	8
